Screens from PubChem BioAssay.
PLK1 PBD inh: blocks phosphopeptide binding to human Plk1 polo box domain; P53350; Plk1 PBD phosphopeptide binding, fluorescence polarization; inhibition, %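 (tested at about 20 µM)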; 97,000 compounds, 0.13% hits; AID 693; in the data active = inhibition above about 34%, passing the limit was not always enough
MT1-MMP txn act: MT1-MMP promoter transcription activation. HT1080 MT1-MMP promoter luciferase reporter, luminescence, overnight; active compounds read high. activation factor at 10 µM. 86,000 compounds, 0.16% hits;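 active = activation factor of at least 2 for MT1-MMP transcription at 10 µM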
PLK1 inh: inhibitors of human PLK1 kinase. inhibition, % at 10 µM. 97,000 compounds, 0.53% hits. recombinant PLK1 kinase, TR-FRET peptide phosphorylation;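 active = inhibition of 50% or more in the single-concentration screen; inactive = inhibition below 50%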;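 note: 0% = DMSO max control and 100% = H-89 dihydrochloride min control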
Rev-RRE block: disrupts HIV-1 Rev binding to RRE RNA. Rev peptide-RRE RNA binding, FRET. inhibition, % at 8 µM. 97,000 compounds, 0.79% hits;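 active = inhibition above the screen-wide mean plus 3 SD, cut at about 35% in these data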;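 note: 0% = median DMSO wells and 100% = median Neomycin B control wells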
Target sequence (P05866 whole entry, looked up): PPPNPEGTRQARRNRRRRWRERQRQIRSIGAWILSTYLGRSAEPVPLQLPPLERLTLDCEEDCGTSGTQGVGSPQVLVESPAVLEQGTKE
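Assay system: Labelled RRE RNA duplex and labelled Rev peptide | Times: 5 min preincubation and 15 min binding, 25 °C | Detection: FRET, ex 480 nm, em 540 and 671 nm | Evaluation: % inhibition of FRET ratio versus controls | Benchmarks: DMSO wells as 0% and neomycin B wells as 100% inhibition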
S1P2 ag: S1P2 (human) receptor agonism; activation, % at 4.5 µM; S1P2-expressing cell line, agonist reporter read-out; 97,000 compounds, 0.46% hits; O95136; AID 729; in the data active = activation above about 16%;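 note: 0% = vehicle low control and 100% = maximal reference agonist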
Target sequence (O95136 whole entry, looked up): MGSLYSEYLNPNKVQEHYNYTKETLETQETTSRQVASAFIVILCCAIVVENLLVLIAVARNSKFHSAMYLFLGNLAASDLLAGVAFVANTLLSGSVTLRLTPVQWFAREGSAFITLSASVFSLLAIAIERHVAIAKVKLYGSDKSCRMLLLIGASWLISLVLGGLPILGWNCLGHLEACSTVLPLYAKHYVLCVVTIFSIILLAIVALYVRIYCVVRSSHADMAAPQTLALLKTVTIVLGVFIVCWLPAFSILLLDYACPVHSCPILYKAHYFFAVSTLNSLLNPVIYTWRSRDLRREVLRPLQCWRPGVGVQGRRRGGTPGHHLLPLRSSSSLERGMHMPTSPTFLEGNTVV
FAK inh: inhibitors of human focal adhesion kinase. biochemical FAK kinase activity assay. inhibition, %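 (tested at 7 µM)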. 97,000 compounds, 0.84% hits. AID 727; in the data active = inhibition above about 19%;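 note: 0% = DMSO and 100% = reference compound high control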
S1P2 blocker: blocks the human S1P2 receptor; 97,000 compounds, 0.21% hits; AID 736; O95136; inhibition, % at 5 µM; cell-based S1P2 antagonist assay, inhibition at 5 uM; in the data active = inhibition above about 45%;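 note: CRE beta-lactamase reporter cells expressing human S1P2 stimulated with S1P; 0% = agonist at EC80 alone and 100% = agonist plus reference antagonist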
PLAP act: activators of human placental alkaline phosphatase | activation fold at 20 µM | purified PLAP enzyme, luminescent substrate read-out; active compounds read high | 96,000 compounds, 1.2% hits | AID 696; in the data active = activation fold above about 2
Target sequence (P05187 whole entry, looked up): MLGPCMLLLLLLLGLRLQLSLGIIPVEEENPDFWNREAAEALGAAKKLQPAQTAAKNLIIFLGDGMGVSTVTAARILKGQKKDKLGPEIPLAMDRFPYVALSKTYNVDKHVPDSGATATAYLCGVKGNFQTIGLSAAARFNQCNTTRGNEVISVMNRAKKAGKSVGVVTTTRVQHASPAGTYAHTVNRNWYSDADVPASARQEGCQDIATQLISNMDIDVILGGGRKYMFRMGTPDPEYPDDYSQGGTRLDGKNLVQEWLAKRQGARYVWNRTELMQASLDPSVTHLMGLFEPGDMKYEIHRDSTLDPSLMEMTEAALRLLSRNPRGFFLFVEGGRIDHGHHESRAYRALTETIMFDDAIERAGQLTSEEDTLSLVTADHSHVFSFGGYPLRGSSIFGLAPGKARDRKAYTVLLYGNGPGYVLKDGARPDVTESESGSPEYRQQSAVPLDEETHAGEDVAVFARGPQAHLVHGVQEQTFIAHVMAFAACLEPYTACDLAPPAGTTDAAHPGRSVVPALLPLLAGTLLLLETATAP
EphB4 ephrin blk: antagonists of human EphB4-ephrin-B2 interaction; P54760; inhibition, % at 7 µM; 97,000 compounds, 0.15% hits; AID 720; EphB4 LBD / TNYL-RAW-Alexa532 peptide, fluorescence polarization;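 active = inhibition above the screen-wide mean inhibition plus 3 SD, cut at about 15% in these data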;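 note: 0% = DMSO wells and 100% = excess unlabeled TNYL-RAW peptide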
Numbers without * were called inactive; . = no result given.

no.	S1P2 blocker	FAK inh	S1P2 ag	PLK1 inh	MT1-MMP txn act	PLK1 PBD inh	EphB4 ephrin blk	PLAP act	Rev-RRE block	structure
1	0.9	2.6	-4.5	3.5	1	37.8	1.0	0.9	-4.1	CCC1(CC)NC(=O)N(CC(=O)OCC(=O)Nc2cc(C)ccc2C)C1=O
2	5.3	0.4	-3.4	3.0	1.2	-9.4	-6.8	1	0.5	CCSc1cnc(-c2ccccc2)n1CC
3	4.4	-4.3	-6.6	-14.5	.	26.0	-1.8	1.9	2.7	COc1cccc(-c2nc(CS(=O)(=O)CC(=O)NC3CCCc4ccccc43)c(C)o2)c1 (stereo unspecified)
4	-4.3	2.6	-5.5	-5.5	1.1	-16.5	-2.5	.	2.8	O=c1c2ccccc2[nH]c(=S)n1CC1CCCO1 (stereo unspecified)
5	-18.1	-1.4	-7.4	-4.9	1	-14.3	-8.5	1.2	3.9	O=C(NCc1ccco1)C(c1ccncc1)N(CCC1=CCCCC1)C(=O)Cn1nnc2ccccc21 (stereo unspecified)
6	4.3	3.2	-7.4	-6.6	1.2	26.2	-6.1	1	-0.8	CCCC(=O)Nc1cccc(-c2cn3ccsc3n2)c1
7	7.4	3.8	1.1	-18.6	1.1	4.2	0.8	1	4.3	CCC(C)(C)n1nnnc1CN(Cc1ccco1)Cc1cc2cc3c(cc2[nH]c1=O)OCO3
8	13.4	-1.4	-3.2	-8.5	1.3	5.1	-3.0	0.9	4.3	O=C(Nc1nsc(-c2ccccc2)n1)c1ccncc1
9	-8.7	-0.1	-9.8	-9.8	1.1	2.2	1.6	1	3.8	Cc1cc(C)c(C#N)c(N2CCSCC2)n1
10	23.4	5.6	-10.6	1.8	1	-13.5	-1.0	0.8	2.1	Clc1ccccc1C1=Nn2c(nnc2-c2ccncc2)SC1
11	-9.7	-5.5	-4.4	-6.8	1.2	-6.1	-11.9	0.9	6.1	O=C(O)C1CCCN1c1ncccn1 (stereo unspecified)
12	-8.3	1.4	-2.9	-3.9	0.8	-33.3	2.1	1.5	6.3	CN(C)/C=C/C(=O)c1ccc(N2CCN(c3ncc(C(F)(F)F)cc3Cl)CC2)cc1
13	-0.3	-1.3	-6.2	-10.6	1	-20.6	5.4	1.4	2.3	COc1ccccc1CC1(C)NC(=O)N(CC(=O)N2CC(C)OC(C)C2)C1=O (stereo unspecified)
14	-22.6	1.4	0.6	-7.6	1.1	-23.4	-0.2	0.9	3.7	N#Cc1cccc(Cn2nnc(-c3ccccc3)n2)c1
15	18.1	-4.3	-3.4	-18.1	.	-5.3	3.4	0.9	4.7	CCCC(=O)NC(Nc1ccccc1OC)C(Cl)(Cl)Cl (stereo unspecified)
16	5.2	-0.4	-6.8	13.1	1.1	-0.9	3.4	1.2	3.5	CCCN1CCN(CCCNC(=O)Cn2nc(-c3ccccc3)ccc2=O)CC1
17	27.6	6.6	-13.3	-17.0	1	-23.4	-2.5	1.5	8.5	CCOC(=O)Cc1csc(NC(=O)CSc2ncnc3c2cnn3-c2ccccc2Cl)n1
18	-23.3	2.0	-2.4	-7.3	0.9	-6.6	3.9	.	-2.0	C=CCn1c(SCC(=O)Nc2ccccc2C)nc2sc(C)c(C)c2c1=O
19	14.2	4.9	-7.4	-13.5	1.1	-15.9	8.8	1	8.5	O=C(COC(=O)Cn1cnc2ccccc21)NCCc1ccccc1
20	88.0*	-1.1	-5.3	-2.0	.	-1.7	-3.7	1	-2.1	N#CC(c1cccc(Cl)c1)c1ccc2c(C(F)(F)F)cc(C(F)(F)F)nc2n1 (stereo unspecified)
21	14.0	-2.2	-1.6	4.0	1.1	31.6	-1.2	0.9	5.9	CCN(CC)CCCNC(=O)c1ccccc1C
22	-1.6	-1.1	-4.8	0.4	1.4	-10.3	-0.1	1.4	-2.3	O=C(CSc1nc2ccccc2s1)N1CCCCC1
23	22.3	0.0	-6.6	-10.2	1.3	-13.6	1.3	1.3	3.7	O=C(N/N=C/C1CCCCC1)c1ccccn1
24	7.2	-4.0	-4.4	-8.8	1	-18.5	0.3	1.3	3.5	Cc1nn(C)c(C)c1CNC(=O)c1nn2c(c1Cl)NC(c1cccs1)CC2C(F)(F)F (stereo unspecified)
25	-14.1	1.7	-0.8	-12.9	1.1	8.3	-9.3	0.9	-3.8	CCN(CCO)C(=O)C12CCC(C)(C(=O)C1)C2(C)C (stereo unspecified)
26	5.0	-1.9	-1.5	-9.2	1	0.0	2.1	0.9	8.3	CC1(C)C2CCC1(C)C(OC(=O)CSc1nc(N)cc(=O)[nH]1)C2 (stereo unspecified)
27	20.6	2.3	-3.7	1.2	1.1	18.2	-12.1	1	-0.1	COc1ccc(NS(=O)(=O)c2cccs2)c(OC)c1
28	22.1	-8.3	-5.6	-3.5	1.1	-36.3	1.3	1	3.1	COc1ccc(CCNc2ccncn2)cc1
29	-33.4	-1.0	3.5	-19.5	0.6	-4.5	2.2	.	8.5	Nc1ccc(C(=O)n2c3ccccc3c3ccccc32)cc1
30	-7.2	-5.9	-4.4	0.0	1.1	8.8	-2.8	1.6	0.3	COC(=O)c1cc(C(=O)OC)cc(N2C(=O)CC(Sc3nc(C)cc(C)n3)C2=O)c1 (stereo unspecified)
31	13.4	-0.2	-4.1	-8.9	0.9	6.3	4.3	2*	3.4	CCCCN(CC)CCCNC(=O)C1c2ccccc2C(=O)N(C)C1c1cn(C)c2ccccc12 (stereo unspecified)
32	-7.5	-6.5	-13.3	9.9	1.1	-28.5	9.3	1.3	0.8	CC(C)(C)c1csc(NC(=O)CSc2nc3ccccc3c(=O)[nH]2)n1
33	10.3	8.2	25.5*	-1.2	1.1	-10.4	1.3	1.3	9.5	CCOC(=O)c1cc2c(=O)n3ccccc3nc2n(CCOC)c1=NC(=O)C(C)(C)C
34	16.5	1.6	-3.3	-5.0	1.1	-14.5	-1.6	0.9	3.4	CC(=O)c1cccc(NC(=O)C2CCCCC2)c1
35	4.0	1.0	-3.2	-15.5	1	-6.4	0.8	0.6	7.5	COc1cc(C)c(S(=O)(=O)NCc2ccc3c(c2)OCO3)cc1C
36	0.2	-0.9	-9.3	-2.4	1.1	5.8	-0.6	1.4	3.5	CCOc1ccc(CCNC(=O)CN(C)S(=O)(=O)c2ccc3c(c2)CCC(=O)N3)cc1OCC
37	13.7	0.8	-4.9	-2.2	1.4	4.8	1.8	0.9	3.5	Nn1c(SCC(=O)Nc2ccc3c(c2)OCCO3)nnc1-c1ccccn1
38	1.0	53.4*	-4.0	-10.3	0.9	-11.1	1.8	1.7	1.2	O=C(Nc1ccc(-c2nc3ccc(NC(=O)c4cccs4)cc3[nH]2)cc1)c1cccs1
39	17.2	2.8	-0.2	-14.7	.	-10.9	2.7	1.1	-0.4	Cc1ccc(CNC(=O)C2CCCN(Cc3cnn(-c4ccccc4)c3-n3cccc3)C2)cc1 (stereo unspecified)
40	13.9	5.5	-5.2	-3.1	1.1	0.5	3.2	1.6	12.2	COc1cc(NC(=O)CN(c2ccc(C)cc2)S(=O)(=O)c2c(C)n[nH]c2C)cc(OC)c1
41	9.1	0.6	-4.8	-21.8	.	-13.7	-1.1	0.9	7.4	COc1ccc(/C=N/c2c(-c3ccco3)nc3ccccn23)cc1OC
42	-14.9	-0.3	-3.3	-7.5	1.2	0.0	-2.9	0.8	3.7	COc1cccc(NC(=O)CSCC(=O)Nc2ccccc2)c1
43	13.8	0.8	-7.3	-13.8	.	-22.5	-2.4	1	1.2	Cn1c(Sc2ccc(C(F)(F)F)cc2[N+](=O)[O-])nnc1-c1ccccc1
44	-3.3	-2.9	-3.5	-5.8	1	7.2	0.1	.	2.9	CCCCN(C)C(=O)C1CCC(=O)N(c2cc(OC)c(OC)c(OC)c2)C1c1ccc(OC)cc1 (stereo unspecified)
45	5.3	-0.5	-4.3	5.3	1.3	10.5	6.0	1	0.9	O=C(CSc1nnc(-c2ccc(F)cc2)o1)Nc1ccc(S(=O)(=O)N2CCCC2)cc1

Single records, from the list above:
Entry for CCOC(=O)c1cc2c(=O)n3ccccc3nc2n(CCOC)c1=NC(=O)C(C)(C)C → S1P2 blocker: 10.3; FAK inh: 8.2; S1P2 ag: 25.5*; PLK1 inh: -1.2; MT1-MMP txn act: 1.1; PLK1 PBD inh: -10.4; EphB4 ephrin blk: 1.3; PLAP act: 1.3; Rev-RRE block: 9.5
Entry for CCCCN(CC)CCCNC(=O)C1c2ccccc2C(=O)N(C)C1c1cn(C)c2ccccc12 (stereo unspecified) → S1P2 blocker: 13.4; FAK inh: -0.2; S1P2 ag: -4.1; PLK1 inh: -8.9; MT1-MMP txn act: 0.9; PLK1 PBD inh: 6.3; EphB4 ephrin blk: 4.3; PLAP act: 2*; Rev-RRE block: 3.4

More entries
no.	S1P2 blocker	FAK inh	S1P2 ag	PLK1 inh	MT1-MMP txn act	PLK1 PBD inh	EphB4 ephrin blk	PLAP act	Rev-RRE block	structure
46	19.7	-0.6	-5.3	-15.4	1.2	-14.7	2.1	1.6	0.9	COc1ccc(C(=O)Nc2nc(-c3ccc(S(=O)(=O)N4CCOCC4)cc3)cs2)cc1
47	0.8	1.2	-5.3	1.0	1.1	2.2	2.1	1.8	6.1	COc1ccc(CCN2C(=O)C3C4CC(C5C(C(=O)N/N=C\c6ccc(Cl)cc6)=NOC45)C3C2=O)cc1OC (stereo unspecified)
48	-2.0	-2.5	-2.8	-10.3	.	32.3	-2.4	1.1	4.8	O=C(NN=C1c2ccccc2-c2ccccc21)c1ccccc1Br
49	-4.6	0.0	-0.4	-9.0	1.1	-12.9	2.7	1	1.7	CC(C)(C)C(=O)NC1CCN(C(=O)N2CCCC2)CC1
50	-16.1	4.3	-4.3	-8.0	0.9	1.4	-6.3	1.4	7.1	COc1ccccc1N(CC(O)CN(c1ccccc1)S(C)(=O)=O)S(=O)(=O)c1ccccc1 (stereo unspecified)
51	12.5	-3.3	-5.0	-16.3	0.9	5.5	5.4	0.8	1.4	O=C(CCCC(=O)OCC(=O)NC1CCCC1)Nc1ccccn1
52	-26.6	-55.9	-0.1	-1.2	1.3	-5.9	-5.1	0.9	3.7	Cc1cc(SCc2cc(=O)[nH]c3ccccc23)nc2ccccc12
53	5.0	-4.4	-12.2	-3.0	1.1	-25.7	-0.9	1.2	4.8	COc1ccc(OC)c2[nH]c(=O)c(CCNC(=O)c3ccc(S(=O)(=O)N4CCCC4)cc3)cc12
54	-15.6	1.6	2.0	-15.6	.	18.3	-3.5	1	3.0	N#Cc1cn(-c2ccccc2)nc1C(=O)c1ccccc1
55	-14.0	6.5	-3.9	-6.1	1	12.6	-5.5	1.2	5.7	CCn1nnnc1-c1ccc(OC)c(S(=O)(=O)Nc2ccc(OC)cc2)c1
56	23.6	7.1	-5.8	-4.4	.	1.7	11.4	1	-1.0	CCCCn1c(-c2csc3c2CCC(C)C3)n[nH]c1=S (stereo unspecified)
